Source: PubChem BioAssay
GAA glycogen mod – qHTS Assay for Inhibitors and Activators of Human alpha-Glucosidase Cleavage of Glycogen; Lysosomal alpha-glucosidase (Homo sapiens), P10253; recombinant GAA, glycogen substrate, Amplex Red glucose oxidase fluorescence; Potency, µM (top dose mostly 76.4 µM), for inactives: at the highest dose activity change, negative = inhibition, usual class: inhibitors; hit rate 0.38% among 300,000; active = well fitted inhibition curve with a large enough effect; inconclusive = small, poorly fitted or top-dose-only effect, or another doubt; inactive = no such curve, though single readings can be large or run the other way;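 note: 0% = full enzyme reaction and -100% = no-enzyme basal signal; the screen sought inhibitors and activators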
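Recombinant human enzyme (4 nM); glycogen substrate; 37 C, 40 min, pH 5.0. Readout: coupled glucose oxidase/Amplex Red fluorescence.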
Numbers without * were called inactive; ? = inconclusive; & = joins results of further samples; [ ] = dose if it differs, or a comment. Potency is the fitted concentration of half-maximal effect. A portion of the library; count on the stated rates, not on these rows.

GAA glycogen mod	mol
?	CC(C)n1cc(/C=N/Nc2ccc(Cl)c(C(=O)O)c2)c2ccccc21
8%[76.3 µM]	Cc1ccc(-c2noc(CN(C(=O)c3ccc(C(C)(C)C)cc3)C(C)C)n2)cc1
3%	CCc1nnc(NS(=O)(=O)c2ccc(NC(=O)c3cc(Cl)ccc3OC)cc2)s1
0%[76.3 µM]	O=C(NCc1ccccc1)C1CCCN(S(=O)(=O)c2ccc(F)cc2)C1 (stereo not given)
11%[76.3 µM]	O=C(O)Cn1c2ccccc2c2n[nH]c(=S)nc21
2%[76.3 µM]	Cc1nn(CC(=O)NCC2CCCO2)c(=O)c2cc3ccccc3n12 (stereo not given)
?	COc1ccccc1N1CCN(c2c(CN3CCCC3)c(=O)oc3ccccc23)CC1
5%[76.3 µM]	Cc1ccccc1NC(=O)c1cccc(C(=O)Nc2ccccc2C)n1
-11%[76.3 µM]	CC1CN(c2ccc([N+](=O)[O-])cc2F)CCN1C(=O)c1ccco1 (stereo not given)
0%	CSc1cccc(NC(=O)c2ccc(CN3CCc4ccccc4C3)cc2)c1
-15%[76.3 µM]	Cc1ccc(OCc2cc(=O)n3c4c(sc3n2)CCCC4)c(C)c1
-1%[76.3 µM]	O=C(Nc1ccc(NC(=O)C2CC2)cc1)c1cccs1
2%[76.3 µM]	Cc1cc(C(F)(F)F)nc(CCNC(=O)C2CCC(=O)N(Cc3cccc(F)c3)C2)n1 (stereo not given)
-1%[76.3 µM]	Cc1ccc(N2C(=O)N(CC(=O)Nc3ccccc3C)C(=O)C2C)cc1 (stereo not given)
?	COc1cccc(CNc2ncc(-c3ccccc3)n2C)c1
5%[76.3 µM]	COc1ccc(CCNC(=O)c2ccc3nc(N4CCCCC4)sc3c2)cc1OC
15%[76.3 µM]	CCOc1cccc(-c2nc3ccccc3c(=O)o2)c1
6%	COc1ccc(Nc2nc3ccccc3n3cnnc23)cc1Cl
1%	O=C(Cn1nc(C(=O)O)c2ccccc2c1=O)Nc1ccc(F)cc1
12%[76.3 µM]	COc1ccccc1CNC(=O)CNCCc1ccc(OC)c(OC)c1
-1%[76.3 µM]	COc1ccc(CNC(=O)CN2C(=O)NC(C)(c3cccc4ccccc34)C2=O)cc1OC (stereo not given)
15%	COCCN(C(=O)CNC(=O)c1ccco1)C(C(=O)NC1CCCC1)c1ccccc1 (stereo not given)
2%[76.3 µM]	COc1ccc(NC(=O)CN2C(=O)C(c3ccccc3)=NC23CCC(C)CC3)cc1Cl (stereo not given)
0%[76.3 µM]	CCc1ccccc1NC(=O)C1CCN(C(=O)c2cccs2)CC1
12%[76.3 µM]	CCOc1cc(-c2nc3c(c(CC)nn3-c3ccccc3)c3cc(OC)c(OC)cc23)ccc1O
-8%[76.3 µM]	CCCCc1cc(=O)oc2c(C)c(OCC(=O)NCC3CCC(C(=O)O)CC3)ccc12 (stereo not given)
-15%[76.3 µM]	CC1CN(C(=O)CCC(=O)NCc2cccnc2)c2ccccc2O1 (stereo not given)
3%	O=[N+]([O-])c1ccc(S(=O)(=O)Nc2ncccn2)cc1
-16%[76.3 µM]	COc1ccccc1N1CCN(/N=C/c2cc(OC)c(OC(C)=O)c(OC)c2)CC1
23%[76.3 µM]	COc1cc2nc(SCC(=O)Nc3cccc(C)c3)n3nc(CCn4c(C)nc5ccccc54)nc3c2cc1OC

GAA glycogen mod	mol
13%[76.3 µM]	Fc1ccc(Nc2nc3ccccc3c3nncn23)c(Cl)c1
13%[76.3 µM]	Cc1ccc(NC(=O)c2ccccc2N2C(=O)C3C4C=CC(C5CC45)C3C2=O)cc1C (stereo not given)
-14%[76.3 µM]	Cc1cccc(N2CCN(C(=O)c3ccc4c(c3)NC(=O)C(CSCc3cccc(F)c3)N4)CC2)c1C (stereo not given)
15%[76.3 µM]	CC(=O)Nc1ccc(C)cc1-c1nc2ccccc2n(Cc2cccc(Br)c2)c1=O
2%[76.3 µM]	O=C(N/N=C/c1ccccc1Cl)c1ccncc1
17%[76.3 µM]	OCC[C@@H]1C[C@H](O)[C@@H](O)[C@]2(Cc3ccccc3O2)O1
-2%	CC(C)C(NC(=O)C1CCCCC1)C(=O)NC1CCCC(C)C1C (stereo not given)
-9%[76.3 µM]	COc1ccc(NC(=O)CN(C)C(=O)CSc2ccc3c(c2)OCCO3)cc1
-3%[76.3 µM]	O=C(c1ccccc1F)N1CCN(Cc2nc3sc4c(c3c(=O)[nH]2)CCCC4)CC1
-5%[76.3 µM]	CCc1cccc(CC)c1NC(=O)c1c(C)oc2ccc(O)c(CN3CCN(C)CC3)c12
-4%[76.3 µM]	O=C(CSc1nc2c(oc3ccccc32)c(=O)n1Cc1ccco1)Nc1cccc(Cl)c1
0%[76.3 µM]	NS(=O)(=O)c1ccc(CCNC(=O)c2ccccc2Cc2ccccc2)cc1
-1%	N#C/C(=C/c1ccc(O)c(O)c1)c1nc2ccccc2[nH]1
4%	COc1cc(C(CC(=O)Nc2ncccc2C)N2Cc3ccccc3C2=O)cc(OC)c1OC (stereo not given)
7%[76.3 µM]	O=C(NCc1ccccc1)c1cc2sccc2n1Cc1ccc(Cl)cc1
0%[76.3 µM]	COc1ccc(-c2nnc(NC(=O)c3ccc(S(=O)(=O)N(C)CC4CCCO4)cc3)o2)c(OC)c1 (stereo not given)
10%[76.3 µM]	Cc1cccc(CCNC(=O)CCc2c(C)nc3c(-c4ccc(F)cc4)c(C)nn3c2C)c1
6%[76.3 µM]	CN(c1ccccc1)S(=O)(=O)c1ccc(NC(=O)c2nc(S(C)(=O)=O)ncc2Cl)cc1
-5%[76.3 µM]	CC1CN(S(=O)(=O)c2cccc(C(F)(F)F)c2)CN1C(=O)N1CCOCC1 (stereo not given)
3%	COc1ccc(C(=O)OC2CCCCC2CN(C)C)cc1 (stereo not given)
19%[76.3 µM]	CCN1CCN(CCC(=O)Nc2cc(OC)ccc2OC)CC1
-13%[76.3 µM]	COc1ccc(Cl)cc1N(C(=O)c1ccco1)C(C(=O)NC1CCCC1)c1ccco1 (stereo not given)
4%[76.3 µM]	O=C(NCC(=O)N(c1ccccc1)C(C(=O)NC1CCCCC1)c1cccnc1)c1ccco1 (stereo not given)
1%[76.3 µM]	COc1cc(/C=N/NC(=O)Cc2ccccc2)cc(OC)c1OC
-8%[76.3 µM]	CCOc1ccc(S(=O)(=O)N(CC(=O)Nc2cccnc2)c2ccccc2)cc1
9%[76.3 µM]	CC(=O)c1ccc(NC(=O)c2cc(-c3ccc(C)s3)nc3ccccc23)cc1
-1%	O=C(CC(CC(=O)c1ccccc1)c1ccccc1)c1ccccc1
-5%[76.3 µM]	CCOc1ccc(Nc2c(S(=O)(=O)c3ccc(Cl)cc3)cnc3ccc(OCC)cc23)cc1
-4%	CC(C)CCC(CCNCc1ccccn1)c1ccc(Cl)cc1 (stereo not given)
14%[76.3 µM]	COc1ccc(OC)c(-c2csc(-c3c(N)c(C(=O)c4ccccc4)n4ccccc34)n2)c1

Reformatted: results already given
smiles	GAA glycogen mod
Cc1cccc(CCNC(=O)CCc2c(C)nc3c(-c4ccc(F)cc4)c(C)nn3c2C)c1	10%[76.3 µM]
CN(c1ccccc1)S(=O)(=O)c1ccc(NC(=O)c2nc(S(C)(=O)=O)ncc2Cl)cc1	6%[76.3 µM]

Returning to the listing with the 2 entries that preceded the break.
GAA glycogen mod	mol
-4%	CC(C)CCC(CCNCc1ccccn1)c1ccc(Cl)cc1 (stereo not given)
14%[76.3 µM]	COc1ccc(OC)c(-c2csc(-c3c(N)c(C(=O)c4ccccc4)n4ccccc34)n2)c1
14%[76.3 µM]	COc1cc2c(=O)c(C(=O)c3ccc(C)c(C)c3)cn(Cc3ccccc3)c2cc1OC
?	CC(C)(C)OC(=O)NNc1c2ccccc2nc2ccccc12
-1%[76.3 µM]	NC(=O)CSc1nc2cc(Cl)ccc2c(=O)n1C1CCCCC1
11%[76.3 µM]	COc1ccccc1NC(=O)c1cccc(S(=O)(=O)N2CCCCCC2)c1
1%[76.3 µM]	COc1ccc(C(=O)Nc2nccs2)cc1
11%	CC(CC(=O)Nc1ccc(S(=O)(=O)Nc2ncccn2)cc1)c1ccccc1 (stereo not given)
-8%[76.3 µM]	CCCSc1ncc(Cl)c(C(=O)Nc2c(C(=O)Nc3ccccc3)oc3ccccc23)n1
-12%[76.3 µM]	Cc1nn(C(=O)CCC(=O)NCc2ccc(OC(C)C)cc2)c2ccccc12
3%[76.3 µM]	O=C(/C=C/c1ccc([N+](=O)[O-])cc1)Nc1cccc(C(=O)Nc2ccccc2C(=O)O)c1
-12%[76.3 µM]	COc1ccc(Cl)cc1NC(=O)Cn1c(=O)n(Cc2ccco2)c(=O)c2cccnc21
-6%[76.3 µM]	CC1(C)CC(=O)c2cc(C(=O)Nc3ccc(Cl)cc3)c(=O)[nH]c2C1
-8%[76.3 µM]	COc1ccc(CN2C(=O)C(NC(=O)c3cccc(C)c3)(C(F)(F)F)N=C2c2ccccc2)cc1 (stereo not given)
0%[76.3 µM]	O=C(NCCCCc1ccccc1)Nc1ccc(F)cc1
-5%[76.3 µM]	CC(C)Oc1ccc(CNC(=O)C2CCN(C(=O)N3CCOc4ccccc43)CC2)cc1
-6%	C=CCN(Cc1ccc(OC)c(OC)c1)C(=O)c1cc2cc(F)ccc2[nH]1
-14%[76.3 µM]	COC(=O)C1=C(c2ccccc2)c2ccccc2S(=O)(=O)N1CC(=O)Nc1ccc(OC)cc1OC
9%[76.3 µM]	COc1ccccc1CNC(=O)CCCn1c(=O)c2ccccc2n(CC(=O)Nc2ccc(C)cc2Cl)c1=O
-2%[76.3 µM]	Cc1ccc(S(=O)(=O)n2nc(-c3ccc(Cl)cc3)nc2NCc2ccccc2)cc1
1%	C=CCNC(=O)N1CCc2[nH]c3ccc(F)cc3c2C1
-9%[76.3 µM]	Cc1ccccc1OCC(=O)Nc1ccc2[nH]ncc2c1
-10%	Cc1sc2ncnc(NCC(O)c3ccc([N+](=O)[O-])cc3)c2c1C (stereo not given)
9%[76.3 µM]	CCOc1ccc(C2c3c(oc4ccc(C)cc4c3=O)C(=O)N2c2nc(C)c(C)s2)cc1OC (stereo not given)
-16%	CCC(C)NC(=O)CSc1nnc(-c2ccc(OC)c(OC)c2)c(-c2ccc(OC)c(OC)c2)n1 (stereo not given)
0%	CC(C)c1ccc(OCc2nnc(SCC(=O)N3CCCCC3)o2)cc1
-5%[76.3 µM]	Cc1c(OCC(=O)N2CCN(c3ccccc3)CC2)ccc2c3c(c(=O)oc12)CCCC3
3%	O=C(NC1CC2CCCC(C1)N2C(=O)Nc1ccccc1)c1ccccc1 (stereo not given)
-14%[76.3 µM]	COc1ccc(CNC(=O)CCCn2nc(C)n3ccnc3c2=O)cc1
2%[76.3 µM]	COC(=O)CSc1nnc(NC(=O)CCc2ccccc2)s1
-26%&-17%[76.3 µM]	Cc1cc(C)cc(N(CC(=O)Nc2ccc(C(F)(F)F)cc2)S(=O)(=O)c2c(C)[nH]c(=O)[nH]c2=O)c1
-10%[76.3 µM]	CC[C@@H]1[C@H]2CCCC(=O)N3CC[C@@H](C[C@@H]1OC(=O)Nc1ccccc1)[C@@H]23

Taken from above:
Cc1ccc(S(=O)(=O)n2nc(-c3ccc(Cl)cc3)nc2NCc2ccccc2)cc1 in GAA glycogen mod → -2%[76.3 µM]
CC1(C)CC(=O)c2cc(C(=O)Nc3ccc(Cl)cc3)c(=O)[nH]c2C1 in GAA glycogen mod → -6%[76.3 µM]
O=C(NC1CC2CCCC(C1)N2C(=O)Nc1ccccc1)c1ccccc1 (stereo not given) in GAA glycogen mod → 3%
CC(C)Oc1ccc(CNC(=O)C2CCN(C(=O)N3CCOc4ccccc43)CC2)cc1 in GAA glycogen mod → -5%[76.3 µM]
CCCSc1ncc(Cl)c(C(=O)Nc2c(C(=O)Nc3ccccc3)oc3ccccc23)n1 in GAA glycogen mod → -8%[76.3 µM]
Cc1nn(C(=O)CCC(=O)NCc2ccc(OC(C)C)cc2)c2ccccc12 in GAA glycogen mod → -12%[76.3 µM]

Continuation.
GAA glycogen mod	mol
0%	COc1ccc(N(C(=O)c2ccn[nH]2)C(C(=O)NC2CCCC2)c2ccc(F)cc2)cc1 (stereo not given)
-11%[76.3 µM]	CN1C(=O)/C(=C/c2ccc(OCc3ccc(C(=O)O)cc3)c(Cl)c2)NC1=S
-2%[76.3 µM]	O=C(CNC(=O)N1CC(=O)Nc2ccccc21)Nc1ccccc1F
-4%	Cc1oc2c(CN3CCCCC3C)c(O)ccc2c(=O)c1-c1ccccc1 (stereo not given)
-2%	O=C(O)CCc1ccc(-c2ccccc2)n1-c1cccc(C(=O)O)c1
-3%	CCOC(=O)c1c(CN2CCN(CC#N)CC2)n(C)c2cc(Br)c(OC)cc12
1%[76.3 µM]	O=C(Nc1ccc(F)cc1)c1cccc2ccccc12
1%	CCCCNC(=S)Nc1ccc2nc(N3CCN(CC)CC3)cc(C)c2c1
-8%[76.3 µM]	O=C(Nc1nccs1)c1ccccc1Br
-6%[76.3 µM]	O=C(NCCCN1CCCC1=O)c1cccc(S(=O)(=O)N2CCN(c3ccc(F)cc3)CC2)c1
?	CCN1C(=O)C2CCCCN2c2ccc(C(=O)NCCOC)cc21 (stereo not given)
-15%[76.3 µM]	O=C(c1ccc2c(c1)N(Cc1ccccc1)C(=O)c1ccccc1S2(=O)=O)N1CCN(c2ccccc2)CC1
-9%[76.3 µM]	CN(C(=O)c1ccoc1)c1ccc2ccccc2c1

Ordered by SMILES length (smallest number first): some entries from above.
GAA glycogen mod	mol
-8%[76.3 µM]	O=C(Nc1nccs1)c1ccccc1Br
1%[76.3 µM]	O=C(Nc1ccc(F)cc1)c1cccc2ccccc12
-2%[76.3 µM]	O=C(CNC(=O)N1CC(=O)Nc2ccccc21)Nc1ccccc1F
-4%	Cc1oc2c(CN3CCCCC3C)c(O)ccc2c(=O)c1-c1ccccc1 (stereo not given)
-3%	CCOC(=O)c1c(CN2CCN(CC#N)CC2)n(C)c2cc(Br)c(OC)cc12
-15%[76.3 µM]	O=C(c1ccc2c(c1)N(Cc1ccccc1)C(=O)c1ccccc1S2(=O)=O)N1CCN(c2ccccc2)CC1
